C8 TRAIL sens: sensitizes caspase-8 expressing cells to TRAIL. NB7+C8 cells + TRAIL, ATPlite viability luminescence. inhibition (viability loss, TRAIL sensitization), % at 10 µM. 360,000 tested, 1% active;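 active = compounds causing at least 50% loss of cell viability in the single-dose screen, relative to plate controls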
NCOA1 inh: inhibitors of human steroid receptor coactivator 1 (SRC1) | inhibition, % at 3.6 µM | AID 588354 | Q15788 | HEK293 GAL4-SRC1 luciferase reporter, luminescence | 360,000 tested, 0.12% active;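 active = inhibition above the campaign mean plus 3 SD, with each screening campaign given its own cutoff, cut at about 60% in these data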;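 note: 0% = DMSO treated cells and 100% = gossypol at 36 µM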
TWEAK-Fn14 inh: inhibitors of TWEAK-Fn14 interaction signaling. TWEAK-stimulated Fn14 reporter cells, luciferase luminescence, 8 h. inhibition, % at 10 µM. 360,000 tested, 2% active; in the data active = inhibition above about 50%
KKLEB tox: counter-screen for CF NF-kB inhibitors: cytotoxicity; KKLEB CF airway cells viability, ATPlite luminescence, overnight; stronger effect = lower value; cells stimulated with P. aeruginosa culture filtrate; activity change (cytotoxicity), % at 5 µM; 360,000 tested, 0.36% active;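 active = corrected activity change at or below -50% at 5 µM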
CF NFkB block: cystic fibrosis NF-kB activation inhibition; inhibition, % at 5 µM; 360,000 tested, 0.86% active; KKLEB NF-kB-GFP reporter, PAF-induced, GFP fluorescence overnight;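 active = at least 50% inhibition at 5 µM, scaled per plate between neutral and stimulator controls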;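 note: PAF is a Pseudomonas aeruginosa culture filtrate used as stimulus; plate controls were PAF-stimulated DMSO wells for no effect and unstimulated DMSO wells for full effect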
TROY signal inh: TROY signaling inhibition | 360,000 tested, 0.98% active | AID 1347056 | inhibition, % at 10 µM | Q293 LMP1-TROYcd NF-kB luciferase reporter, 4 h;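 active = compounds whose plate-normalised and pattern-corrected inhibition of the luciferase reporter signal at the single screening dose is 50% or more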
LMP1 NFkB inh: Epstein-Barr LMP1 NF-kappaB reporter inhibition; LMP1-induced NF-kappaB luciferase reporter cells, luminescence; inhibition, % at 12.5 µM; 350,000 tested, 0.69% active; in the data active = inhibition above about 41%;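 note: 0% = neutral control wells and 100% = reference inhibitor control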
NCOA2 inhibitor: human SRC2 (NCOA2) inhibition; Q15596; HEK293 GAL4-SRC2 luciferase reporter, luminescence; inhibition, % at 9 µM; 370,000 tested, 0.17% active; AID 651957;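 active = inhibition above the mean inhibition of all tested compounds plus 3 SD, set per campaign, cut at about 52% in these data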;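 note: 0% = DMSO treated cells and 100% = cells given Gossypol at 36 µM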
SRC3 inh: human NCOA3 inhibition; Q9Y6Q9; HEK293 GAL4-SRC3 luciferase reporter, luminescence; inhibition, % at 3.6 µM; 360,000 tested, 0.17% active;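 active = inhibition above a per-campaign cutoff, the mean of all compounds plus 3 SD, cut at about 60% in these data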;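 note: 0% = DMSO-treated cells and 100% = gossypol-treated cells at 36 µM; higher means less SRC3-driven luciferase light from the GAL4 reporter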
LRH-1 inv ag: inverse agonists of human LRH-1 (NR5A2); AID 602396; HEK293T StAR-luciferase reporter, LRH-1 transfected, 24 h; 360,000 tested, 0.13% active; inhibition, % at 3.6 µM; O00482;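 active = inhibition above the mean inhibition of all tested compounds plus 3 SD, cut at about 73% in these data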;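 note: 0% = DMSO wells and 100% = reporter-only cells lacking LRH-1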
Target sequence (O00482 whole entry, looked up): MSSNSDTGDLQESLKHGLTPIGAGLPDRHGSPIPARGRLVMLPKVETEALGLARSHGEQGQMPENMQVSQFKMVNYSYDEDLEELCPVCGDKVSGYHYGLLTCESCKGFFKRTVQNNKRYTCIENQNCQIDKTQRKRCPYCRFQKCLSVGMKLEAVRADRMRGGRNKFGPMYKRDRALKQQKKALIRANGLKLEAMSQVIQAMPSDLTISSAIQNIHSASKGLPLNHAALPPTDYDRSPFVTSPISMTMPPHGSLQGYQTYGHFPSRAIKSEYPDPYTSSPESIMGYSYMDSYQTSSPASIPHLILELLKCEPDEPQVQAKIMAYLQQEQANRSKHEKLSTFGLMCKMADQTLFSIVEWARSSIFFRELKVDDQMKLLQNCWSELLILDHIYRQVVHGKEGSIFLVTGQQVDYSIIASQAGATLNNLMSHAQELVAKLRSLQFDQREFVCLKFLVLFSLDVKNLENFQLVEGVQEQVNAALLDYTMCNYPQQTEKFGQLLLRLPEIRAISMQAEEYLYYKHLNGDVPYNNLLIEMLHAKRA
COUP-TFII inh: inhibitors of human COUP-TFII (NR2F2). 370,000 tested, 0.7% active. HEK293T NGFI-A luciferase reporter, luminescence. inhibition, % at 8.6 µM;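 active = inhibition above a per-plate cutoff, mean inhibition of test wells between control levels plus 3 SD, cut at about 38% in these data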;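 note: cells cotransfected with COUP-TFII expression vector driving the NGFI-A reporter; 0% = median of COUP-TF2 test wells and 100% = reporter-only cells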
Target sequence (P24468 whole entry, looked up): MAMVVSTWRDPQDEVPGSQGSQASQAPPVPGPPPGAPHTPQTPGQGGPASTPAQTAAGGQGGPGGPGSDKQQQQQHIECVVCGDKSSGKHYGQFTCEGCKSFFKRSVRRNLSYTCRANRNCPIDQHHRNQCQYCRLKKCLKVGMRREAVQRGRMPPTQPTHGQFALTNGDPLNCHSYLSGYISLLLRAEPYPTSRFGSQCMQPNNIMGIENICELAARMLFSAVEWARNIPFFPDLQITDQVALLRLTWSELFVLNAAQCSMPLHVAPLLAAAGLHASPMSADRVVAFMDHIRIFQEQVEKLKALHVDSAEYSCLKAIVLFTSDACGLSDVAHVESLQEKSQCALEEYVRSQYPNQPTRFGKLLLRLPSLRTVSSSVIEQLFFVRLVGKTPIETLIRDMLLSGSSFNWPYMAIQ
The depositor's hits bear a star; . = not tested or not shown.

item	Molecule	C8 TRAIL sens	NCOA1 inh	TWEAK-Fn14 inh	KKLEB tox	CF NFkB block	TROY signal inh	LMP1 NFkB inh	NCOA2 inhibitor	SRC3 inh	LRH-1 inv ag	COUP-TFII inh
1	Cc1ccnc(NS(=O)(=O)c2ccc(NC(=O)C3CCCO3)cc2)n1 (stereo not drawn)	-8	-20	-8	1	-12	-2	-5	-5	-6	-4	2
2	O=C(CSc1nnnn1C1CCCC1)Nc1ccccc1N1CCOCC1	2	-6	-7	0	-2	5	-2	-15	12	9	7
3	COc1ccc(N2C[C@H](C)[C@@H](CC(=O)Nc3ccc(Br)cc3)C2=O)cc1	2	-10	-16	3	-7	4	4	-10	15	7	-7
4	CSc1nnc(C)c(=O)[nH]1	-2	-14	-11	11	-10	-5	6	7	14	-5	-3
5	COc1ccc(-c2cnc(OC(C)(C)C)nc2OC(C)(C)C)cc1OC	-7	-2	-5	-19	2	-9	3	-5	1	-8	-2
6	COc1ccccc1/C=N/NC(=O)c1nnn(-c2nonc2N)c1CSC1=NCCS1	21	-1	-10	-7	-5	1	-9	-10	22	-12	-8
7	COc1cc2c(cc1OC)C1=C(C#N)CCC(=NC(=O)c3ccc(Cl)cc3)N1CC2	-3	-2	-27	-15	14	20	3	5	-12	3	2
8	CCn1c(Oc2ccc(F)cc2)nc2c1c(=O)n(C)c(=O)n2C	-2	40	34	1	29	20	14	51	44	-13	26
9	O=S(=O)(NCc1ccc(F)cc1)c1ccc(-n2cnnn2)cc1	6	-7	-7	8	-13	1	-8	7	5	9	-3
10	CC1CC(C)(C)NC(=S)N1CCCC(=O)Nc1ccccc1F (stereo not drawn)	-12	5	-3	0	-1	14	-1	-19	8	8	17
11	O=S(=O)(/N=C(/Nc1ccc(F)cc1F)c1ccccc1)c1ccccc1	-8	-15	-3	6	8	-10	3	-5	10	3	-5
12	CC(=O)Nc1ccc(S(=O)(=O)Nc2ccc(N3CCCCC3)cc2)cc1	42	55	85*	11	43	49	11	63*	55	27	33
13	Cc1csc2nc(CNC(=O)c3ccco3)cn12	1	-76	-26	-1	-2	-25	-5	-40	-49	-68	-15
14	Cc1ccc(S(=O)(=O)Nc2nc3ccccc3nc2N2CCOCC2)cc1	5	0	6	0	1	-16	-3	-37	3	17	-5
15	CCOC(=O)c1sc(NC(=O)c2ccc(=O)[nH]c2)nc1C	-9	-17	20	8	-4	0	-5	-38	-1	14	-6
16	CCc1ccc(C2c3[nH]c4ccccc4c3CCN2C(=O)c2ccc(=O)n(C)n2)cc1 (stereo not drawn)	0	-1	18	2	0	23	-2	18	22	13	9
17	Cc1ccc([C@@H]2CC=C(C(=O)O)[C@H](c3ccc(F)cc3)N2S(=O)(=O)c2ccc(C)cc2)cc1	13	-22	3	-14	15	0	1	-4	-6	4	8
18	COc1cccc(-n2c(=S)sc3c(=O)n(-c4ccccc4OC)c(=S)[nH]c32)c1	-4	3	-9	1	-9	-18	9	-13	-5	-3	7
19	CC1=CC(C)(C)n2c(O)c(N=NC(N)=S)c3c(C)ccc1c32	0	1	-25	-23	-18	-12	0	8	-4	11	-21
20	COC(=O)c1ccccc1-n1c(CCC(=O)O)ccc1-c1ccccc1	7	-9	6	4	1	-4	-11	-4	-7	6	-1
21	O=C(Nc1ccccc1)N1CCN(c2ccc(C(F)(F)F)cn2)CC1	17	12	24	-26	3	0	12	-24	5	0	11
22	Cc1ccc(Cl)c(OCCN2CCCC(C)C2)c1 (stereo not drawn)	-2	13	-4	1	7	11	-3	-11	13	6	-15
23	COc1ccc(C(=O)NCc2ccc(Cl)c(Cl)c2)cc1OC	1	-6	-6	8	-1	14	6	1	13	-13	4
24	OCC[C@@H]1C[C@H](O)[C@@H](O)[C@]2(OCc3ccc4ccccc4c32)O1	5	-5	-6	-33	7	7	-1	-2	-2	0	-4
25	COc1ccccc1OCC(=O)Nc1ccccc1C(=O)NCc1cccnc1	-1	-4	27	4	4	-3	-8	-6	-4	-1	6
26	COc1cc(-c2cc(C(=O)Nc3ccc(S(=O)(=O)Nc4ncccn4)cc3)c3ccccc3n2)cc(OC)c1OC	8	4	-13	10	-4	16	-7	-11	-1	8	-19
27	COc1ccc(CN2CCN(C(=O)c3ccc4c(c3)CCC4)CC2)cc1OC	6	-8	-6	5	6	-9	0	-3	14	20	4
28	CN(C(=O)CSc1nnc(Cc2ccccc2F)n1N)C1CCCCC1	-16	-14	-10	-9	20	-27	-10	-23	-38	-23	2
29	C/C(Cn1cnc([N+](=O)[O-])n1)=N\NC(=O)c1ccc(F)cc1	-13	-34	-6	2	6	-21	-3	-18	-45	-67	-29
30	COCCN1Cc2cccc(C(=O)Nc3c(C)cc(C)cc3C)c2C1=O	3	7	-6	19	8	-25	7	-21	3	7	11
31	CCOc1cc(CN2CCOCC2)cc(C(C)=O)c1	-1	-8	-13	-1	12	11	7	-10	5	6	11
32	O=C(CCS(=O)(=O)c1ccc(F)cc1)Nc1nnc(-c2ccco2)o1	-1	8	0	-20	7	-11	-14	11	-9	9	2
33	CS(=O)(=O)N1CCN(CCN2C(=O)c3cccc4cccc(c34)C2=O)CC1	-7	-7	4	15	-14	-7	4	-29	-3	-11	1
34	O=C(Nc1cccnc1)c1cc(-c2ccc(Br)cc2)on1	25	-40	20	-2	-23	-39	-22	-17	-45	6	-22
35	Cc1ccc(Cl)cc1N1CCN(S(=O)(=O)c2cnc[nH]2)CC1	-10	-11	-1	12	10	11	-2	-18	6	2	-10
36	C=CCNC(=O)NC(=O)COC(=O)[C@H](C)NS(=O)(=O)c1c(C)c(C)cc(C)c1C	6	2	-16	4	-17	9	-14	16	20	-9	-1
37	COc1cccc(COc2ccc3c(C)cc(=O)oc3c2)c1	14	-97	-23	7	0	-42	-40	-70	-91	-84	-49
38	CCCn1cc(CN2CCC(N3CCC(C(=O)N4CCOCC4)CC3)CC2)c(C)n1	0	-44	4	4	-5	8	-1	4	-14	-2	-14
39	CCS(=O)(=O)N1CCN(C(=O)CCC2CCCC2)CC1	-3	4	1	-8	-10	-6	12	-2	-3	-10	-1
40	COc1ccc2c(c1)OC[C@H]1[C@H]2N2C(=O)c3ccc(C)cc3NC(=O)[C@@]2(C)[C@H]1c1ccccc1	25	16	26	-10	24	16	8	-13	19	18	-5
41	O=C(Oc1cccc(C(=S)N2CCOCC2)c1)c1ccccc1	7	-5	82*	-9	-1	6	-6	4	3	-1	-1
42	Cc1ccc(NC(=O)c2cc(S(=O)(=O)NCCc3ccccc3)ccc2F)cc1Cl	5	-4	-2	5	-16	29	-11	9	19	17	-2
43	Cc1ccc(CCNC(=O)c2nnn(-c3cc(C)cc(C)c3)c2N)cc1	19	0	6	-3	11	7	4	10	8	16	4
44	CC(C(=O)Nc1ccc2c(c1)OCO2)n1cnc2c1c(=O)n(C)c(=O)n2C (stereo not drawn)	6	5	-7	12	7	17	1	-9	2	4	1
45	COc1ccc(C(=O)Nn2c(SCc3cccc([N+](=O)[O-])c3)nc3ccccc3c2=O)cc1	29	-44	79*	10	1	76*	3	-13	8	-39	10
46	CC1CCN(CCOCCOc2ccccc2Br)CC1	0	10	-5	16	-9	16	5	7	4	5	-9
47	CCOC(=O)c1sc(SC)c(C(C)=O)c1C	-6	16	-3	0	10	16	1	-12	-5	5	-1
48	Cc1nc(C(=O)NCCCO)cc2c1[nH]c1ccccc12	13	-14	-20	-9	-15	-22	-10	-20	-14	1	-11
49	Cc1cc(C)c(NC(=O)CS(=O)CC(=O)N2CCN(c3cccc(C)c3C)CC2)c(C)c1 (stereo not drawn)	-1	-18	0	0	8	17	6	-1	15	-1	2
50	Nc1[nH]ncc1-c1ccccc1	-2	-9	6	8	-5	10	0	-3	6	26	-2
51	Cc1ccc(C(=O)Nc2ccc3c(c2)OCO3)cc1	74*	-100	53*	-3	-6	24	6	-4	-43	-80	-7
52	CC(C)CN(C(=O)COC(=O)CCc1nc2ccccc2s1)c1c(N)n(Cc2ccccc2)c(=O)[nH]c1=O	-1	-20	-1	-6	3	2	2	-21	-8	1	-7
53	O=S(=O)(c1ccc(Br)cc1Cl)N1CCN(CCO)CC1	0	-21	5	7	-12	0	-8	14	7	9	8
54	CCOc1cccc(/C=N/NC(=S)NCCN2CCOCC2)c1O	12	-8	-11	-16	-10	8	-4	-4	4	-3	1
55	COc1ccc(NC(=O)Nc2ccccc2SC)cc1	35	-68	10	0	18	-55	-1	-52	-54	-53	-27
56	Cc1ccnc(NC(=O)c2cccc(OC(F)F)c2)n1	9	-28	-13	-8	-15	-23	-17	-44	-58	-32	-18
57	COc1cccc(/C=C2\SC(=S)N(CC3CCCO3)C2=O)c1 (stereo not drawn)	3	4	-3	-3	3	-74	3	-14	5	16	-8
58	COc1ccccc1NC(=O)NNC(=O)c1ccncc1	-5	-3	-12	19	-21	-15	5	-8	2	13	4
59	COc1ccc(CNS(=O)(=O)c2ccc(-n3cnnn3)c(OC)c2)cc1	7	3	-15	9	-11	9	-4	4	-1	-50	-1
60	Cc1ccc(CS(=O)Cc2ccc(C(=O)NCc3cccs3)o2)cc1 (stereo not drawn)	-6	3	13	-8	-4	-29	-8	25	7	6	-5

The listing continues.
item	Molecule	C8 TRAIL sens	NCOA1 inh	TWEAK-Fn14 inh	KKLEB tox	CF NFkB block	TROY signal inh	LMP1 NFkB inh	NCOA2 inhibitor	SRC3 inh	LRH-1 inv ag	COUP-TFII inh
61	O=C(/C=C/c1ccc([N+](=O)[O-])cc1)OCC(=O)N1CCCC1	-6	-6	3	-6	-42	2	-9	25	-10	4	-6
62	Cc1cc(NC(=O)CS(=O)c2cn(Cc3cccc(Cl)c3)c3ccccc23)no1 (stereo not drawn)	9	14	34	-5	0	26	.	12	-7	27	29
63	O=C(CSc1ncnc2sccc12)NC1CCS(=O)(=O)C1 (stereo not drawn)	-1	4	-9	-3	8	-5	5	15	-5	22	-14
64	CC(=O)NC(CCc1ccc(Cl)c(Cl)c1)c1cccc(O)c(=O)c1 (stereo not drawn)	15	7	3	-2	4	14	32	16	22	39	9
65	CCOC(=O)c1c(SCc2ccccc2)n[nH]c1N	6	-40	-3	8	-7	10	6	6	1	-11	2
66	O=C(c1cc(-c2ccccc2)nc2ccccc12)N1CCCC1	2	-17	19	-7	27	-11	-6	-15	-8	9	21
67	CCOC(=O)c1ccc(NC(=O)c2ccccc2C)cc1	10	-73	-36	-4	-19	-73	-7	-65	-45	-70	-59
68	CC(=O)NC(=S)Nc1cccc([N+](=O)[O-])c1	-1	0	12	8	-22	-36	-7	2	-5	-5	10
69	C#CCOCCOCCOCCNc1nc(N2CCN(C(=O)[C@H](C(C)C)n3cc(CCO)nn3)CC2)nc(N2CCN(C(=O)[C@H](Cc3ccc(O)cc3)n3cc(CCO)nn3)CC2)n1	14	-8	4	-9	11	-7	3	-26	-8	-4	-2
70	CN1CCN(C(=O)c2cc(Br)cn2C)CC1	2	-15	-4	4	17	-4	6	-12	2	-19	20

Bioassay records: PubChem BioAssay, several laboratories
